From PubChem
CAL PDZ FP-1: human CAL PDZ-peptide interaction inhibition; 330,000 compounds, 0.02% hits; Q9HD26; inhibition, % at 20 µM; purified CAL PDZ, TMR-peptide fluorescence polarization, 1 h; AID 504414;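 active = highest replicate inhibition of at least 40%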;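 note: plate controls were DMSO neutral control wells for no effect and unlabeled competitor peptide control wells for full effect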
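Control set: unlabelled peptide and DMSO controls / Material: purified CerCALP PDZ construct / Timing: 1 h incubation at room temperature before polarization reading / Doses: 20 µM, one dose / Detection: fluorescence polarization (mP)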
cardiac RTF act: increases calcium sensitivity of human cardiac regulated thin filaments. IANBD-labeled TnC RTF fluorescence at EC20 calcium; 0% EC20 calcium, 100% full calcium. P19429+P45379. 340,000 compounds, 0.24% hits. activation, % at 7.2 µM;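 active = activation above the mean over all tested compounds plus 3 SD, cut at about 30% in these data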;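 note: rise in fluorescence read as greater calcium sensitivity of cardiac thin filaments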
Tat transport: E. coli Tat transport inhibition. inhibition, % at 10 µM. E. coli MC4100 TorA-mCherry Tat export, fluorescence. 340,000 compounds, 0.036% hits;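 active = mean replicate inhibition at least 50% and at least half of replicates individually reaching 50%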;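 note: exported cargo escapes ClpAP degradation while cytoplasmic cargo is degraded and loses fluorescence; 0% = median of neutral control wells and 100% = median of NaSCN control wells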
CDK5 p35 inh: inhibitors of human CDK5/p35 kinase. Recombinant CDK5/p35, ADP-Glo luminescence, 60 min. inhibition, % at 10 µM. 330,000 compounds, 0.01% hits;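 active = highest replicate inhibition of at least 50% and at least 75% of replicates reaching 50%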;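 note: plate controls were DMSO neutral control for no effect and GW8510 at 10 µM for full effect; many of its hits are not listed in these tables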
dFosB activator: enhances mouse delta FosB homodimer DNA binding; P13346; purified delta FosB, TAMRA-CDK5 oligo fluorescence polarization; percent of positive-control signal above neutral wells; activation, % at 25 µM; 340,000 compounds, 0.99% hits; AID 493131;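 active = mean activation above about 17%, with every replicate also reaching it, limit read from the data, passing the limit was not always enough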;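 note: fluorescence polarization rise as delta FosB binds a TAMRA Cdk5 AP-1 oligo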
Target sequence (P13346 whole entry, looked up): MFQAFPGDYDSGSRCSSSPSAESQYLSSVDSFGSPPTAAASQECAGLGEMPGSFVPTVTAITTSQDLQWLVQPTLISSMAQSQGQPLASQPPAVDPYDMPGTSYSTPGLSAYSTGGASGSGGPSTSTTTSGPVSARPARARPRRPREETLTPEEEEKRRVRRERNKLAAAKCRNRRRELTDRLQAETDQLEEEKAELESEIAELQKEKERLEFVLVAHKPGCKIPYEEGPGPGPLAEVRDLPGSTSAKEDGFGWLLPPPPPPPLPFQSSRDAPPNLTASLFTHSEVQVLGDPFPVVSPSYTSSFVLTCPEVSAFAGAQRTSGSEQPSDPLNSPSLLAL
MITF TRPM1 HTS: increases MITF-driven TRPM1 promoter luciferase signal; SK-MEL-5 TRPM1-promoter luciferase, 24 h; % of positive control, neutral wells = 0; activation, % at 12.5 µM; 300,000 compounds, 0.75% hits;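 active = mean activation of at least 80% with every replicate also reaching 80%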;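 note: 0% = neutral control wells and 100% = parthenolide positive control wells; values of inactives mirror those of a sister screen read the other way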
V-ATPase pH: alters yeast V-ATPase proton transport; AID 504577; response, % at 10 µM; S. cerevisiae, pHLuorin cytosolic pH fluorescence; 350,000 compounds, 0.37% hits; in the data active = response mostly above about 7.3%, no sharp cut-off; inactive = mostly below about 5.4%; note: actives read high; inactives centre near 0; some compounds called inactive have numbers as strong as hits
Rtt109 Vps75: inhibitors of Candida albicans Rtt109/Vps75 histone acetyltransferase; purified Rtt109/Vps75, ThioGlo CoA-SH fluorescence, 4 h; inhibition, % at 34.9 µM; AID 540336; Q5AAJ8; 330,000 compounds, 0.16% hits;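 active = inhibition of at least 50% in every replicate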
Target sequence (Q5AAJ8 whole entry, looked up): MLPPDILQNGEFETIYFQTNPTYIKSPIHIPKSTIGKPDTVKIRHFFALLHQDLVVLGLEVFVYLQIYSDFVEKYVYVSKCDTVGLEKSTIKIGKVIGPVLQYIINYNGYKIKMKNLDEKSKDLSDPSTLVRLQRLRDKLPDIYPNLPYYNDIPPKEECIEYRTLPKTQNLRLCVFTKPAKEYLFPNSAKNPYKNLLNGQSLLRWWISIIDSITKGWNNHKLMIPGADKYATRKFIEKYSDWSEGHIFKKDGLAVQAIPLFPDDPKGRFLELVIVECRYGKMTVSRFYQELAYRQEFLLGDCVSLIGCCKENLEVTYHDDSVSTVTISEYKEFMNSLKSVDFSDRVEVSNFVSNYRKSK
Wnt bcat act: activators of Wnt/beta-catenin signaling. Wnt/beta-catenin reporter cell assay, activator, plate reader. activation, % at 9.35 µM. 300,000 compounds, 1.2% hits. AID 743398; in the data active = activation above about 30%, passing the limit was not always enough;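 note: 0% = neutral control wells and 100% = positive control wells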
CAL PDZ FP-2: inhibitors of human CAL PDZ peptide binding; Q9HD26; purified CAL PDZ, TMR-peptide fluorescence polarization, 1 h; inhibition, % at 24.9 µM; 300,000 compounds, 0.92% hits; AID 602252;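 active = mean inhibition of at least 30% with at least half of replicates also reaching 30%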;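 note: 0% = DMSO neutral control and 100% = excess unlabeled competitor peptide PRC23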
Active calls of the source: *; i = inactive; nt = not tested or not shown.

CAL PDZ FP-1 | cardiac RTF act | Tat transport | CDK5 p35 inh | dFosB activator | MITF TRPM1 HTS | V-ATPase pH | Rtt109 Vps75 | Wnt bcat act | CAL PDZ FP-2 | Structure
-4.2 | 0 | 1 | -2.2 | -7 | 1 | 4 | -14 | nt | 7 | CC1(C)CC(=O)C=C(Nc2ccc(C(=O)O)cc2)C1
-2.6 | 3 | 3 | -4.4 | -8 | 7 | 5 | 6 | -1 | -2 | CCCC(C)C(=O)OCC(=O)Nc1c(Br)cc(C)cc1Br (stereo unspecified)
-1.1 | 13 | -2 | -0.3 | 2 | -64 | -1 | 46 | nt | -2 | COc1cc(C2C(C#N)=C(N)Oc3cc(N(C)C)ccc32)cc2c1OCO2 (stereo unspecified)
-0.8 | 3 | -9 | 0.4 | 3 | 2 | 3 | 2 | -5 | -4 | Nn1c(SCC(=O)NCCc2ccc(S(N)(=O)=O)cc2)nnc1C1CCCCC1
-0.5 | 7 | 17 | -1.5 | -6 | 6 | 4 | 1 | -1 | -2 | C=CC[C@@H](CC(=O)OC(C)(C)C)C(=O)OC[C@@H]1CCCN1C(=O)[C@@H](CC=C)CC(=O)N[C@@H](CO)Cc1ccccc1
-0.1 | 3 | -5 | -1.9 | 0 | -6 | -2 | -19 | -12 | 2 | O=c1[nH]c2ccccc2c(O)c1-c1ccccc1[N+](=O)[O-]
-0.9 | -5 | -1 | -1.2 | -3 | -16 | 1 | 9 | -1 | -4 | CC(=O)/C(C#N)=C1\NC(=O)C(Cc2ccc(C)c(C)c2)S1 (stereo unspecified)
-1.6 | 3 | -3 | 1.0 | -3 | -8 | 4 | -7 | -2 | 13 | Cc1c(C(N)=O)sc2ncn(CC(=O)N(C)C3CCCCC3)c(=O)c12
-0.3 | -1 | -9 | -0.2 | -1 | -2 | 0 | 6 | 0 | 4 | O=C(NCc1ccccn1)C(=O)NCC1OCCCN1S(=O)(=O)c1cc(F)ccc1F (stereo unspecified)
0.1 | 1 | -10 | 0.5 | -2 | -2 | -1 | 1 | -3 | 3 | CC1CC(C)(C)NC(=S)N1CCCC(=O)Nc1ccc(Br)cc1 (stereo unspecified)
-1.8 | -1 | -8 | 0.9 | -4 | -14 | 3 | -1 | -1 | -2 | Cc1nnc(SCC(=O)N2CCN(S(=O)(=O)c3ccccc3)CC2)s1
-0.5 | -2 | -3 | -0.2 | -4 | 4 | 2 | 3 | 7 | nt | Cc1ccc(C(=O)COC(=O)C(C)N2C(=O)C3C4CCC(C4)C3C2=O)cc1 (stereo unspecified)

Quoted from the listing for reference:
CAL PDZ FP-1 | cardiac RTF act | Tat transport | CDK5 p35 inh | dFosB activator | MITF TRPM1 HTS | V-ATPase pH | Rtt109 Vps75 | Wnt bcat act | CAL PDZ FP-2 | Structure
0.1 | 1 | -10 | 0.5 | -2 | -2 | -1 | 1 | -3 | 3 | CC1CC(C)(C)NC(=S)N1CCCC(=O)Nc1ccc(Br)cc1 (stereo unspecified)
-1.8 | -1 | -8 | 0.9 | -4 | -14 | 3 | -1 | -1 | -2 | Cc1nnc(SCC(=O)N2CCN(S(=O)(=O)c3ccccc3)CC2)s1
-0.5 | -2 | -3 | -0.2 | -4 | 4 | 2 | 3 | 7 | nt | Cc1ccc(C(=O)COC(=O)C(C)N2C(=O)C3C4CCC(C4)C3C2=O)cc1 (stereo unspecified)

Next section
CAL PDZ FP-1 | cardiac RTF act | Tat transport | CDK5 p35 inh | dFosB activator | MITF TRPM1 HTS | V-ATPase pH | Rtt109 Vps75 | Wnt bcat act | CAL PDZ FP-2 | Structure
-0.7 | 2 | 4 | 0.1 | 2 | -8 | 1 | 34 | -12 | -4 | O=C(/C=C/c1ccccc1)Nc1nnc(SCC(=O)c2ccc3ccccc3c2)s1
0.1 | -1 | 4 | -0.5 | 2 | 2 | 11 | -1 | nt | 1 | OC(Cn1cccn1)c1ccccc1 (stereo unspecified)
-0.8 | -5 | 6 | -7.2 | -4 | nt | -1 | -3 | 0 | 1 | O=C(c1cccnc1)N1CCN(C(=O)c2cccc(Cl)c2)CC1
-2.0 | -5 | -5 | -0.9 | -6 | -2 | 0 | 17 | 0 | -2 | Cc1ccc(C(=O)NC2CCCc3c2cnn3-c2ccc(F)cc2F)cn1 (stereo unspecified)
-0.2 | 6 | -4 | 1.3 | -11 | -6 | -3 | -16 | -1 | nt | Cc1cc(NCc2ccccn2)n2c(nc3ccccc32)c1C#N
-0.5 | 1 | -1 | 0.9 | 4 | 12 | 0 | -1 | nt | -2 | Cc1ccc(C)c(-n2ccnc2SCC(=O)O)c1
-2.8 | -5 | -6 | 2.5 | 5 | -2 | 1 | -2 | -2 | -2 | COc1ccc(N2CC(C(=O)Nc3cc(C)on3)CC2=O)cc1 (stereo unspecified)
-2.8 | 5 | -1 | -0.3 | -6 | 56 | 1 | -2 | 14 | -6 | CCOC(=O)c1cnc2c(-c3ccc(Cl)cc3)cnn2c1C
2.4 | -1 | -2 | 0.3 | 15 | 18 | 0 | -6 | 7 | 7 | Oc1nc(Nc2ccc(F)cc2)sc1/C=C1\C=Nc2ccccc21
-1.3 | -5 | -5 | -3.3 | 0 | -4 | 1 | 3 | 0 | -4 | Cc1ccccc1S(=O)(=O)N1[C@@H](c2ccc(F)cc2)C(C(=O)O)=CC[C@H]1c1ccc(Cl)cc1
-1.7 | 2 | -2 | 2.1 | -1 | -2 | 3 | -8 | 1 | -4 | COc1ccccc1OCC(=O)Nn1c(=S)[nH]c2ncccc2c1=O
-1.4 | 2 | -6 | 0.7 | -16 | -6 | -2 | 0 | -2 | -4 | COc1ccc(-c2c(C)oc3c(CN4CCOCC4)c(O)ccc3c2=O)cc1
-4.1 | -8 | -1 | -3.1 | 1 | 44 | 0 | -5 | 12 | -2 | CSc1cccc(NC(=O)c2cccc3cccnc23)c1
-0.9 | -6 | 7 | -2.3 | -1 | 7 | -1 | -7 | -5 | -1 | COc1ccc(Oc2ccccc2/C=N/O)cc1
0.2 | 3 | -5 | -1.7 | 0 | -6 | -1 | 15 | nt | -2 | COc1cc(C2C(C#N)=C(C)NC3=C2C(=O)CC(C)(C)C3)cc(OC)c1O (stereo unspecified)
-1.4 | -8 | -8 | 1.7 | -3 | -3 | 0 | 13 | 3 | -3 | CSc1ccc(CN(C)Cc2cc(=O)oc3c(C)c(C)ccc23)cc1
-0.1 | -1 | -13 | 0.9 | 4 | nt | 1 | -14 | -5 | 8 | CCCN1C(=O)SC(CC(=O)Nc2ccccc2)C1=O (stereo unspecified)
-4.7 | 1 | 1 | 0.4 | -9 | 2 | -3 | -2 | -2 | -3 | Cc1ccc(C(=O)N/N=C/c2ccc(-c3cccc(Cl)c3)o2)cn1
-1.1 | 4 | 12 | 0.0 | -13 | nt | -2 | -3 | -1 | nt | Cc1ccc2ncc(S(=O)(=O)c3ccccc3)c(N3CCCCC3C)c2c1 (stereo unspecified)
-2.7 | -2 | 1 | -1.2 | 1 | -1 | 2 | 1 | -3 | -2 | COc1ccccc1C(=O)NNC1=C(C(=O)C(F)(F)F)CCC1
-2.2 | -1 | 11 | -0.7 | -17 | -6 | -1 | -7 | -1 | -3 | COc1ccc(CNC(=O)COc2cc3c(c4oc(=O)cc(C)c24)CCC(C)(C)O3)cc1
-0.4 | 1 | -6 | 0.0 | -9 | -3 | 0 | -5 | -2 | -7 | CN(CC(=O)NC1CCCc2ccccc21)C1CCCCC1 (stereo unspecified)
-3.7 | -3 | 6 | 0.7 | -9 | -3 | 3 | 1 | -2 | -2 | Cc1nnc(-c2ccc(Cl)cc2)nc1NCCN(C)C
-3.0 | -2 | 2 | -1.7 | -12 | -4 | 2 | -9 | -2 | nt | Cc1ccc(OCc2cc(C(=O)N(C)CCc3ccccn3)no2)cn1
nt | 0 | 4 | -2.7 | 0 | -6 | 9 | 5 | 2 | -5 | CNC(=O)C1C2C=CC3(O2)C1C(=O)N(CCOC)C3C(=O)NCc1ccc(OC)cc1 (stereo unspecified)
-3.0 | 1 | -8 | -1.6 | -8 | 7 | 0 | 2 | -1 | -4 | CCOC(=O)c1ccc(NC(=S)N(CCN2CCCCCC2)Cc2ccco2)cc1
-0.5 | 3 | -1 | 2.7 | 5 | -7 | 0 | 4 | 1 | 2 | CCCn1cc2c(c1-c1cccc(C)c1)c(=O)n(C)c(=O)n2C
-4.0 | 0 | -12 | -0.6 | -10 | -2 | 3 | -3 | -1 | -3 | O=C(O)Cc1c(O)ccc2ccccc12
-0.5 | -2 | -13 | 0.2 | -19 | nt | 0 | -4 | 0 | -1 | O=C(Nc1nc(-c2ccccc2)cs1)c1ccccc1F
-1.7 | -1 | -3 | 0.1 | 5 | nt | 0 | i | nt | 0 | CCc1cc(=O)oc2c(C)c(O)c(CN(C)C)cc12
0.0 | -1 | -2 | -1.9 | -4 | 6 | -2 | 3 | 27 | -1 | COc1ccc(S(=O)(=O)N2CCN(C)CC2c2ccccc2)cc1 (stereo unspecified)
-1.8 | 4 | 2 | -5.1 | -10 | -4 | -4 | -2 | 1 | -6 | CC(=O)Nc1nc(N(C)C)nc(N(C)C)n1

Limited to CDK5 p35 inh, Wnt bcat act and Tat transport (four entries from above):
canonical_smiles	CDK5 p35 inh	Wnt bcat act	Tat transport
CCc1cc(=O)oc2c(C)c(O)c(CN(C)C)cc12	0.1	nt	-3
CC(=O)Nc1nc(N(C)C)nc(N(C)C)n1	-5.1	1	2
CNC(=O)C1C2C=CC3(O2)C1C(=O)N(CCOC)C3C(=O)NCc1ccc(OC)cc1 (stereo unspecified)	-2.7	2	4
CCOC(=O)c1ccc(NC(=S)N(CCN2CCCCCC2)Cc2ccco2)cc1	-1.6	-1	-8
